# Screens: PubChem BioAssay, Broad Institute
# RAD54 inh – RAD54 (human) branch migration inhibition | Q92698 | RAD54 Holliday junction branch migration, FAM/BHQ fluorescence | inhibition, % at 10.4 µM | actives 0.14% (n = 360,000);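 active = mean normalized replicate activity at least 40 and at least half of replicates scoring 40 or more; inconclusive = only one of the two criteria met; inactive = mean below 40 and under half of replicates reaching 40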;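 also: 0% = median of neutral control wells and 100% = median of positive control wells; inhibitors cause a drop in the FAM fluorescence signal; in these data hits start at about 50%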
# Target sequence (Q92698 whole entry, looked up): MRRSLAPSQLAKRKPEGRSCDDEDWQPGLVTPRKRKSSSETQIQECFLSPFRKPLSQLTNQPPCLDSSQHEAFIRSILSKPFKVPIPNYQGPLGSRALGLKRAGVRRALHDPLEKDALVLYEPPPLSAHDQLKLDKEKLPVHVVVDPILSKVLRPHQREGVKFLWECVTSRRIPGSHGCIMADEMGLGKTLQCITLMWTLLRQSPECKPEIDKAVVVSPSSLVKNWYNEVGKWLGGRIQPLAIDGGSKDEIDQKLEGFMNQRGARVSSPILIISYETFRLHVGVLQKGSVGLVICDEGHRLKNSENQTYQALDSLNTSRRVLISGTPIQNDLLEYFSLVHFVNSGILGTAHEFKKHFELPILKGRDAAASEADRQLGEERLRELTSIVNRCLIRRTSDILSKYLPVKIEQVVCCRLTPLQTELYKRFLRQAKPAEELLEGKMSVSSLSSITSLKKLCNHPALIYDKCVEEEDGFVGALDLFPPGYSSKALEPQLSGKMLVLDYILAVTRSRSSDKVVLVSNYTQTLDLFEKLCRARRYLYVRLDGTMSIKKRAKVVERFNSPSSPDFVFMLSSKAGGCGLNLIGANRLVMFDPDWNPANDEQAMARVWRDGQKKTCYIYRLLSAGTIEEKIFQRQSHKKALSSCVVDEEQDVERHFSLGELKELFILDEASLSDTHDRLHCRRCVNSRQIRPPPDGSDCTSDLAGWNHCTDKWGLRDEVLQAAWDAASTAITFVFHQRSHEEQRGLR
# esBAF inh – inhibitors of esBAF chromatin remodeling in mouse ES cells; Bmi1-luciferase knock-in reporter, 24 h; 100% = twice the neutral-well signal; reporter increase, % at 12.5 µM; actives 2% (n = 350,000); AID 602393; in the data active = activation above about 40%; inconclusive = no clear call, values can overlap the other calls;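 also: 0% = median of the plate's neutral control wells and 100% = double that signal; a rise in the Bmi1 reporter signal indicates esBAF inhibition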
# Numbers without * were called inactive; ? = inconclusive. These rows are one share of the data (hit frequency here may not be typical).
SMILES,RAD54 inh,esBAF inh
COc1cccc(-n2c(SC3CCOC3=O)nc3ccccc3c2=O)c1 (centres undefined),-4,0
CC(=O)Nc1ccc(S(=O)(=O)NC(CC(=O)N(C)Cc2ccccc2)C(C)C)cc1 (centres undefined),-10,-1
Cc1ccc(Nc2nnc(SCn3nnc4ccccc4c3=O)s2)cc1,2,2
CCOC(=O)Cn1c(=O)c2c(nc(N3CCCCC3)n2Cc2ccccc2)n(C)c1=O,15,1
O[C@@H]1CN(C2CCCCC2)CC[C@H]1N1CCN(CCc2ccccc2)CC1,-5,-9
CC(Cc1cccs1)NC(=O)Nc1ccc(F)cc1 (centres undefined),4,39
CCC(C)C(NC=C1C(=O)OC(C)(C)OC1=O)C(=O)O (centres undefined),4,-6
CCOC(=O)C1=C(O)/C(=C/c2ccc(-c3ccccc3C(=O)O)o2)SC1=Nc1ccc(OC)cc1,-18,-7
O=C(O)[C@H]1CCCC[C@H]1C(=O)Nc1ccc(Nc2ccccc2)cc1,5,-3
CN1CCN(Cc2nc3c(c(=O)n(C)c(=O)n3C)n2Cc2cccc3ccccc23)CC1,-8,3
Cn1c(=O)c2c(nc(SCc3nn[nH]n3)n2Cc2ccccc2F)n(C)c1=O,-12,-9
CCOc1ncccc1C(=O)OCCN1C(=O)c2ccccc2C1=O,-24,-5
Cc1cccc(/C(N)=N/OC(=O)c2cccs2)c1,3,-39
CCNC(=O)c1cc2c(=O)n3cccc(C)c3nc2n(CCc2ccccc2)c1=N,50*,-5
Cc1ccc(C(=O)Nc2ccc(Oc3ccc(C(=O)O)c(C(=O)O)c3)cc2)cc1C,-8,-8
COc1ccc(OC)c(-n2c(-c3cnccn3)n[nH]c2=S)c1,7,-6
O=C(Cn1ncc2c3ccccc3n(Cc3ccccc3)c2c1=O)N1CCN(c2ccccn2)CC1,-3,3
COC(=O)c1cc(S(=O)(=O)N2CCN(c3cccc(Cl)c3)CC2)c[nH]1,5,-4
Cc1ccc(NC(=O)c2cnn(-c3ccccc3)c2NC(=O)c2ccco2)cc1C,-1,55*
Cc1ccc(-n2c(=O)c3sccc3n(CC(=O)NCc3ccco3)c2=O)cc1,-8,-3
O=C1CCCCCN1C(=O)c1ccc(C(=O)N2CCCCCC2=O)cc1,-9,-3
NS(=O)(=O)c1cc(C(=O)N2CCc3ccccc32)c(Cl)cc1Cl,4,2
CSc1nnc(-c2ccc(F)cc2)o1,-6,0
CC1CCN(C(=O)C2CCN(CC(C)c3ccccc3)CC2)CC1 (centres undefined),0,-2
CC(=O)NC(O)C(=O)c1ccccc1 (centres undefined),-7,1
COC(=O)c1ccc(OCCOc2ccc(C(=O)OC)cc2)cc1,-1,-4
CN(C(=O)CSc1nc(-c2ccc(F)cc2)cs1)C1CCS(=O)(=O)C1 (centres undefined),8,-2
CCOc1ccccc1NC(=O)CSc1nnc(CNC(=O)c2ccco2)o1,-11,3
CC(=O)OCCCN1C(=O)c2ccc(Br)cc2C1=O,-6,-5
CN(CC(=O)N1CCc2ccccc21)S(=O)(=O)c1ccc(Cl)cc1,-5,-7
CCOc1ccc(NC(N)=O)cc1OCC,5,-7
CCOC(=O)c1nonc1NC(C)=O,-13,-2
O=C(OCCN1CCN(c2ncc(C(F)(F)F)cc2Cl)CC1)c1ccc(Cl)cc1,-13,-1
COc1cccc(C(N)=O)c1,-4,-6
CCOc1ccccc1-c1nn2c(Cc3ccccc3)nnc2s1,4,-9
COc1cc2c(cc1OC)C(C(=O)Nc1ccccn1)C(c1cccnc1)N(C)C2=O (centres undefined),-3,-5
COc1ccc(CCNC2CC(=O)N(CCc3ccc(OC)c(OC)c3)C2=O)cc1 (centres undefined),0,-3
CC(C)NC(=O)Cn1c(SCC(=O)N2CCCCCC2)nc2ccccc21,-1,-7
CCOC(=O)c1sc2nc(CSc3nc4ccccc4n3CC)[nH]c(=O)c2c1C,1,-5
CCSc1nnc(NC(=O)C2(C)Cc3ccccc3C(=O)O2)s1 (centres undefined),4,7
Cc1ccc2cc(S(=O)(=O)NCCCC(=O)O)ccc2c1,-1,-6
COCC(=O)N(C)C1(c2nnnn2CCOC(=O)Nc2cccc3ccccc23)CCCC1,-1,1
Cc1ccc(-c2nn(-c3ccccc3)cc2C2CC(c3cccs3)=NN2C(=O)CCCC(=O)O)cc1 (centres undefined),3,-3
COc1ccc(Cc2nnc(NS(=O)(=O)Cc3ccccc3)s2)cc1,0,-6
COc1ccccc1C1/C(=C(/O)c2ccc(Cl)cc2)C(=O)C(=O)N1CCN1CCOCC1 (centres undefined),-9,0
COc1ccc(C(=O)COC(=O)CCn2nnc(-c3cccs3)n2)cc1,0,-8
O=C(CSc1nnc(-c2ccncc2)n1Cc1ccccc1)Nc1nccs1,4,1
CCOc1cc(C2NN=C(c3ccccc3)S2)ccc1OCc1ccc(F)cc1 (centres undefined),-6,?
O=C(c1cc2c(s1)CCCCC2)N1CCN(c2ncccn2)CC1,5,4
Cc1ccc(S(=O)(=O)c2c(COC(=O)c3cccc(Cl)c3)c(-c3ccccc3)nn2C)cc1,-4,12
O=[N+]([O-])c1cccnc1N1CCCCC1,5,0
Cc1ccccc1NC(=S)NC(NC(=O)COc1ccccc1)C(Cl)(Cl)Cl (centres undefined),-3,-1
C/C(=C1\SC(N2CCOCC2)=NC1=O)c1ccccc1,-1,6
N#Cc1c(N)nc(SCC(=O)OCc2ccccc2)c(C#N)c1-c1ccco1,-3,-9
CCOC(=O)CC1=NS(=O)(=O)c2ccccc2N1,1,-9
CCOC(=O)C(C(=O)OCC)=C1OC(=O)c2ccccc21,4,3
Cc1ccc2nc(/C(C#N)=C\c3ccc([N+](=O)[O-])o3)[nH]c2c1,-1,-63
C=CCOC(=O)/C(=C/c1ccco1)NC(=O)/C=C/c1ccccc1,3,7
CCN(CC)CC(C)CNC(=O)CC(C(=O)N1CCc2ccccc21)n1ccnc1 (centres undefined),-5,7
CCCc1cc(=O)[nH]c(SCC(=O)c2cc(C)n(C3CC3)c2C)n1,-14,4

# Remaining list, next part:
SMILES,RAD54 inh,esBAF inh
CCc1ccccc1NC(=O)/C(=C/c1ccccc1)c1ccccc1,9,6
Clc1ccc(Oc2cccc(/C=N/n3cnnc3)c2)cc1,-16,7
CC(C)(C)C(=O)Nc1ccc2oc(-c3cc(F)c(F)cc3Cl)nc2c1,5,34
CCCn1nnc(NC(=O)c2ccccc2Br)n1,-5,33
CN(C(=O)c1cccc(C#N)c1)c1nnc(C2CCOC2)s1 (centres undefined),-1,5
CC(=O)c1ccc(NC(=O)C(Cc2ccccc2)NC(=O)c2ccco2)cc1 (centres undefined),3,-2
COc1cc(C(C)=O)ccc1OCC(O)CN1CCN(S(=O)(=O)c2ccccc2)CC1 (centres undefined),-5,4
CN(C(=O)COC(=O)c1ccc2c(c1)NC(=O)CS2)C1CCS(=O)(=O)C1 (centres undefined),-3,7
O=C1Nc2ccccc2/C1=N/c1sc2c(c1C(=O)NCCc1ccccc1)CCCC2,-7,6
COc1ccc2oc(=O)c(C(=O)N3CCN(c4ccccc4C)CC3)cc2c1,10,76*
CCC(=O)NC(=S)Nc1cccc(Cl)c1N1CCCCC1,-5,3
O=C(NCC(=O)N(CC1CCCO1)C(C(=O)NC1CCCC1)c1cccnc1)c1ccco1 (centres undefined),10,-1
CC(C)Cn1c2c(c(O)c(C(=O)Nc3ccc(F)cc3)c1=O)CCCC2,-1,0
Cc1ccc(CNc2ncnc3c2cnn3-c2ccccc2)cc1,3,10
COC(=O)CSc1nnc(CNC(=O)c2ccc(OC)cc2OC)n1C,0,-7
C=CCn1c(SCC(=O)/C(C#N)=C(\C)N)nnc1C1CCCCC1,0,-3
CC(=O)CSc1nnc(Cc2ccc([N+](=O)[O-])cc2)o1,2,6
Cn1nnnc1SCc1nnc(-c2ccccc2Br)o1,-4,5
CCN(CC)c1ccc(C(=O)OCC(=O)N2CCCC2)cc1,8,13
Cc1[nH]c2ccccc2c1C1(O)C(=O)N(Cc2ccc3c(c2)OCO3)c2ccccc21 (centres undefined),11,9
N#CCCCSC1=C(C#N)C(c2ccccc2Cl)CC(=O)N1 (centres undefined),2,-11
CCN(CC)S(=O)(=O)c1cccc(-c2nnc(SCC(=O)NC3CCCC3)n2N)c1,5,-4
Cc1ccc(F)c(C(=O)N2CCCC(C)(C(=O)NS(=O)(=O)C3CC3)C2)c1F (centres undefined),8,-2
COc1cc(NC(=O)c2cccc(Cl)c2)c(OC)cc1NC(=O)CN1CCOCC1,-2,21
CCOc1ccc(NC(=O)c2cccc(-n3cnnn3)c2)cc1,1,-3
CN1C2C=C3C(C#N)=C(N)C(C#N)(C#N)[C@@H](c4ccc(Cl)cc4)[C@@H]3C1CC2 (some centres undefined),-10,0
O=C(NCc1ccc2c(c1)OCO2)c1cc(S(=O)(=O)N2CCCCC2)ccc1F,9,9
CC(C)c1ccc(-c2nn[nH]n2)cc1,0,15
FC(F)(F)c1nc2ccccc2n2c(-c3c(Cl)cccc3Cl)nnc12,-7,7
COc1ccc(-n2c(=S)[nH]c3cc(C(=O)NCc4ccco4)ccc3c2=O)c(OC)c1,3,8
COc1cccc(C2=NOC(C(=O)NCCCn3ccnc3)C2)c1 (centres undefined),2,1
Cc1cc(=O)oc2cc(OCc3ccc(S(=O)(=O)N4CCOCC4)cc3)ccc12,6,4
O=C(c1ccco1)N1CCN(S(=O)(=O)c2ccc(S(=O)(=O)NC3CCCCC3)cc2)CC1,4,-2
O=C(Nc1ccc(Cl)cc1)C1CCN(C(=O)NC2CCCCC2)CC1,-8,3
COc1ccc2c(c1)[n+](=O)c(C(C)=O)c(C)n2[O-],9,-1
COc1cccc(NC(=O)N2CCC(N3CCCCC3)CC2)c1,-1,-1
COc1ccc(C2C(C#N)=C(N)Oc3cc(N)ccc32)cc1OC (centres undefined),-20,-9
